# Screening data: PubChem, several laboratories
# bIAP act – intestinal alkaline phosphatase (bovine) activation; activation factor at 20 µM; hit rate 0.17% among 200,000; purified bovine IAP, CDP-star luminescence, 30 min; active compounds read high; fold of DMSO-control signal, blank-subtracted;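 active = activation factor of 2 or more at 20 µM, a signal rise over negative controls twice the positive control's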
# TNAP act hi DEA – increases human TNAP activity under high phosphate acceptor concentration; 200,000 tested, under 10 active; P05186; activation factor at 20 µM; purified TNAP, CDP-star luminescence, 1 M DEA, 30 min; active compounds read high; 0 = EDTA background, 1 = DMSO-only activity;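 active = activation factor at least 2 at 20 µM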
# Target sequence (P05186 whole entry, looked up): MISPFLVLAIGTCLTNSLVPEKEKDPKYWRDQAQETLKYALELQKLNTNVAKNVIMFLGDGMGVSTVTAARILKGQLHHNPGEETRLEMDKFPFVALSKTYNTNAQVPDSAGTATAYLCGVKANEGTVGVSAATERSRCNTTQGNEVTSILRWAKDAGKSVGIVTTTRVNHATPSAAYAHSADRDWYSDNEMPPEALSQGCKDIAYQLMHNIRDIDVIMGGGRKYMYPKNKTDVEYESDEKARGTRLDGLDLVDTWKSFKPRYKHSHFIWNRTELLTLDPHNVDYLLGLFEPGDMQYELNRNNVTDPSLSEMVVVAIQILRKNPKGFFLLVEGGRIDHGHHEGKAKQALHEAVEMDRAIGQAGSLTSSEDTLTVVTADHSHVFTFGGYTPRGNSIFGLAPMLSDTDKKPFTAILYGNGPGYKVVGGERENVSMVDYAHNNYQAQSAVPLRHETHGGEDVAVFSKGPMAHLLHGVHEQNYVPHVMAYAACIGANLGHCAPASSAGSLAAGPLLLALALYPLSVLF
#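 Assay system: human TNAP; Input: enzyme diluted 1/800 final; Reagent: CDP-star luminogenic substrate at 100 µM final; Timing: 30 min, room temperature; Signal: luminescence; Evaluation: TNAP activation factor scaled between EDTA and DMSO control wells.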
# RAM inhibit – yeast RAM network inhibition; S. cerevisiae dse1pr::URA3 reporter, 5-FOA growth OD615, 2 d; analog-sensitive cbk1-as2 kinase mutant strain; hit rate 1.8% among 190,000; AID 868; inhibition, % at 50 µM;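 active = inhibition above a set limit, 3 SD over mean compound inhibition, cut at about 8.4% in these data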;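 also: 0% = DMSO-only wells with no growth and 100% = 10 µM 1-NA-PP1 full growth; inhibition rescues growth on 5-FOA so higher OD means more RAM inhibition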
# Lmaj promast – reduces viability of Leishmania major promastigotes | inhibition, % at 10 µM | resazurin fluorescence viability | hit rate 9% among 200,000 | AID 1063; in the data active = inhibition above about 50%;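 also: promastigotes grown with compound for 44 hours at 28 °C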
# FLuc stim CS – firefly luciferase counter-screen for stimulation assays; ATPlite luciferase biochemical, luminescence, 10 min; 0 = ATP-free wells, 1 = DMSO control; activation factor at 10 µM; 200,000 tested, under 10 active; AID 1027;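 active = luciferase activation factor, scaled between plate controls, of at least 2 with compound at 10 µM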
# Target sequence (P08659 whole entry, looked up): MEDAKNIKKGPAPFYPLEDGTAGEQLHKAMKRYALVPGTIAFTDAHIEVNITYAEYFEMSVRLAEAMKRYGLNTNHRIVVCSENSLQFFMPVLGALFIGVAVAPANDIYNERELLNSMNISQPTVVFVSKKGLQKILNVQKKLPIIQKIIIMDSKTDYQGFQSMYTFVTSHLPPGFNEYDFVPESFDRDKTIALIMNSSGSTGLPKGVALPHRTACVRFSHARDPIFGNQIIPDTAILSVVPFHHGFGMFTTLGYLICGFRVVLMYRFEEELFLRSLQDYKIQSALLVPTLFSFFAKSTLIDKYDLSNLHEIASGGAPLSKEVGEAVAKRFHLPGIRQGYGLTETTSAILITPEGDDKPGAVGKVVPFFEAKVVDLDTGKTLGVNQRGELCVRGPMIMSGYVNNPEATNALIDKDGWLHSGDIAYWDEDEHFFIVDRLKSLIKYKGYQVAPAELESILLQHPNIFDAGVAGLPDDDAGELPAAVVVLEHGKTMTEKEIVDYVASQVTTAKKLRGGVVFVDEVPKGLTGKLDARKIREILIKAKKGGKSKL
#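 Assay system – cell-free luciferase reagent · Medium – PBS-based ATP solution · Dosing – test compounds dosed from 2 mM stocks in 100% DMSO · Timing – 10 min, room temperature · Technique – light output (luminescence) · Measure – luminescence gain marking luciferase activators · Controls – No-ATP low control, compound-free enzyme-plus-ATP high control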
# TNAP inh hi DEA – inhibitors of human TNAP at high phosphate acceptor concentration. P05186. purified TNAP, CDP-star luminescence, 1 M DEA. inhibition, % at 20 µM. hit rate 0.03% among 200,000. AID 1135;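 active = over 50% inhibition of tissue-nonspecific alkaline phosphatase at 20 µM in the single-dose screen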;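 also: plate controls were DMSO wells for no effect and EDTA-quenched wells as full inhibition for full effect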
# APP transl inh – APP translation inhibition. SH-SY5Y APP 5'UTR-luciferase reporter, luminescence. inhibition, % at 2 µM. hit rate 0.82% among 190,000. AID 1285;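 active = inhibition above a set limit, derived from the sample mean plus 3 SD, cut at about 45% in these data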; also: values of inactives mirror those of a sister screen read the other way
# TNAP inh no acc – blocks human TNAP activity with no phosphate acceptor present | hit rate 0.26% among 200,000 | purified TNAP, CDP-star luminescence, 30 min | inhibition, % at 20 µM;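 active = tissue-nonspecific alkaline phosphatase inhibition above about 50% at 20 µM in the single-dose screen, limit read from the data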;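 also: 0% = DMSO negative control and 100% = EDTA positive control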
# FLuc inhib CS – inhibits firefly luciferase, flagging false hits in luciferase inhibition screens; inhibition, % at 10 µM; ATPLite firefly luciferase biochemical luminescence, 10 min; hit rate 1.5% among 200,000; P08659;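 active = inhibition above about 50% when tested at 10 µM, limit read from the data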
# bIAP inh – blocks bovine intestinal alkaline phosphatase activity; inhibition, % at 20 µM; purified bovine IAP, CDP-star luminescence, 30 min; 190,000 tested, under 10 active;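 active = over 50% inhibition of intestinal alkaline phosphatase at 20 µM in the single-dose screen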
#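 Incubation: 30 min reaction at room temperature / Material: purified bovine intestinal alkaline phosphatase (IAP) enzyme / Input: enzyme at 1/65,000,000 dilution / Dosing: 20 µM single dose / Signal: CDP-star luminescence signal / Reagent: CDP-star chemiluminescent phosphatase substrate, 30 µM final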
# Numbers without * were called inactive; x = no result given.
SMILES,bIAP act,TNAP act hi DEA,RAM inhibit,Lmaj promast,FLuc stim CS,TNAP inh hi DEA,APP transl inh,TNAP inh no acc,FLuc inhib CS,bIAP inh
CC(=O)Nc1ccc(NC(=O)C(C)OC(=O)C2CC3C=CC2C3)cc1 (stereo not given),0.7,1,-0.4,-6,1,-1,11,-6,-2,35
N#CC1=C(N)OC2=C(CCc3ccccc32)C1c1ccccc1 (stereo not given),0.8,1,1.5,16,1.1,-4,96*,9,-6,16
CCSc1nnc(NC(=O)c2cccs2)s1,1.1,1,2.5,-4,0.8,2,-21,-3,25,-6
CCOC(=O)N1CCN(C(=O)CNCc2cccs2)CC1,1,1,0.8,-3,1,3,2,-6,-1,1
N#CCCn1cc(C=O)c(-c2cccs2)n1,1.1,0.8,0.5,-1,1,16,-8,-8,-5,-11
CCCn1c(=O)c2c(c3ccccc31)OCC(=O)N2,1,1,2.3,-8,1,-2,-9,5,-4,3
Cc1ccc(-n2c(=O)[nH]cc(C(=O)N3CCc4ccccc43)c2=O)cc1,1.1,1,0.7,-3,1.1,-2,-11,-8,-5,-5
COc1cc(C(C(=O)NC2CCCC2)N(C(=O)Cc2cccs2)C2CC2)cc(OC)c1OC (stereo not given),1,1,4.5,0,1.1,2,2,-7,-6,4
Cc1cc(=O)[nH]c(N/N=C/c2cccc([N+](=O)[O-])c2)n1,0.9,1,2.5,11,1,3,4,-9,0,6
COCC(=O)N/N=C(\C)CC(=O)Nc1ccccc1C(N)=O,1.1,1.1,0.0,-1,1.1,-6,0,-18,-5,-13
O=C(O)CCN1CCc2ccccc21,1,1,1.4,-7,1.1,-5,-5,-11,-5,2
Cc1ccc2nsnc2c1NC(=O)c1ccc(-c2cc(Cl)ccc2Cl)o1,0.8,1.1,0.2,0,1,-6,-12,-8,-3,15
CCCCC1(C)NC(=O)c2c(C)sc(C(=O)OCC)c2N1 (stereo not given),0.9,1.1,0.7,9,1,-7,11,-13,-2,10
c1ccc(Nc2nc(-c3ccncc3)nc3ccccc23)cc1,1,1,0.5,16,1.1,-5,-12,9,-8,-1
CC1(C)S[C@@H]2[C@H](NC(=O)C(C(=O)O)c3ccccc3)C(=O)N2[C@H]1C(=O)O (stereo not given in full),1,1,-0.3,11,1,-5,-4,-12,-4,-1
Cc1nn(-c2ccccc2)c(Cl)c1/C=N/NC(=O)CNC(=O)c1ccccc1Cl,1,1,2.2,11,0.9,4,-8,-6,14,2
COc1ccccc1C(=O)OCC(=O)Nc1ccc(OC(F)F)cc1,0.8,1,1.0,-1,1,-3,4,-3,-4,20
COC(=O)c1cc(NC(=O)CN2CCC(C(N)=O)(N3CCCCC3)CC2)cc(C(=O)OC)c1,0.9,1,2.0,-3,1,0,-6,-5,-4,7
Cc1nc(S/C(=C/c2ccc(-c3cccc(Cl)c3)o2)C(=O)O)n[nH]1,0.8,0.9,5.8,-1,1,9,0,-127,3,16
CC(C)(C)C(=O)n1nc(-c2ccccc2)oc1=O,1,1,-0.7,-8,1,-2,-20,-7,-1,4
Cc1cc(C)n2nc(SCC(=O)N(Cc3ccccc3)C3CCS(=O)(=O)C3)nc2n1 (stereo not given),1,1,1.5,-5,1.1,-4,-1,6,-9,-5
O=C(CSc1nnc(-c2cccnc2)n1CCc1ccccc1)N1CCCCC1,1,1.1,2.3,-7,1.1,-6,5,8,-5,4
O=C(CSc1nc2ccccc2[nH]1)c1ccc2c(c1)OCO2,1.1,1,2.2,4,0.9,-2,-46,-16,6,-15
COc1ccc2cc(CN(C(=O)Nc3ccccc3OC)C3CCCC3)c(=O)[nH]c2c1,1,1,2.1,53*,1,-4,7,-8,0,0
CCOC(=O)C1=C(C)NC(C)=C(C(=O)OCC)C1C,1,1.1,-0.4,-5,1.1,-6,-4,-12,-7,5
COCCN(Cc1cc2cc3c(cc2n2nnnc12)OCO3)C(=O)c1ccccc1F,0.9,1,6.5,-3,1,-5,-10,-10,-3,9
Cc1ccc(NC(=O)CN(C)c2ccc(S(=O)(=O)N3CCN(C)CC3)cn2)cc1,1.2,1,0.2,-2,1,-3,16,-12,-3,-21
CC(C)CSc1ncnc2c1oc1nc3c(cc12)COC(C)(C)C3,0.9,1,4.3,0,1.1,-1,36,4,-5,5
CC(C)CCN1CCN(Cc2ccon2)CC1CCO (stereo not given),1,1,0.4,-2,1,-1,-5,-12,-2,-4
CSCCc1nc(SCC(=O)Nc2nnc(C)s2)[nH]c1C,1,1.1,1.9,-8,1.1,-7,-4,-13,-6,2
C/C(=N\NC(=O)CSCc1ccccc1Cl)c1cccc(NC(=O)c2ccccc2)c1,1,1.1,3.8,9,1.1,-6,15,-8,-8,5
COC(=O)/C=C(\C)NC(=O)c1ccccc1Cl,0.9,1,-1.0,18,1,-4,-3,-12,-4,6
Cc1cc(C)c2nc(NCCCNC(=S)NCCCN(C)C)c(C#N)cc2c1,0.8,1.1,-1.3,101*,1.1,-10,-11,-17,-7,19
COc1ccc(C(=O)CCNc2ccc(C)c(Cl)c2)cc1,0.9,1,3.8,-2,1,3,-10,-9,-4,11
O=C(Nc1ccc2c(c1)OCO2)OCc1ccccc1,0.7,1.1,1.4,11,0.6,-6,-140,-3,39,27
C=CCNC(=O)N[C@@H](CCSC)C(=O)OC,0.9,1.1,3.8,-8,1.1,-6,11,-6,-5,13
COc1ccc2c(=O)c3c(=O)n(Cc4ccco4)c(-c4ccco4)nc3oc2c1,0.9,1,-0.8,43,1,-5,6,-2,-2,14
Cn1cc(CNC(=O)Nc2ccc3c(c2)OCO3)cn1,1,1,0.0,-6,1,-3,-13,-11,-3,3
CCOC(=O)c1cc(-c2ccc(N)cc2)sc1N,0.9,1,0.0,60*,0.9,-4,-19,-14,13,12
CNC(=O)c1sc(SC)cc1-c1ccc(Cl)cc1,1,1,2.6,-1,1.1,-1,-5,-6,-6,4
COc1ccc(C(=O)Nc2cccnc2)cc1C(=O)Nc1cccnc1,0.9,0.9,0.4,-5,1,6,5,0,4,11
O=C(/C=C/c1cccc([N+](=O)[O-])c1)NCCSCc1c(Cl)cccc1Cl,0.6,1,9.7*,3,1.1,-1,-16,-7,-9,44
CCc1nnc(NS(=O)(=O)c2ccc(N/C=C\C(=O)c3cccc(OC)c3)cc2)s1,1,1,2.5,-2,1,-2,5,-3,2,4
CCOc1ccccc1N1CN(CC)CNC1=S,1,0.9,0.4,-5,1,5,-13,2,-3,1
Cc1cc(C)n2c(SCCN3C(=O)c4ccccc4C3=O)nnc2n1,1.1,1,x,-4,1.1,0,17,-4,-6,-8
Cc1ncoc1C(=O)Nc1ccccc1-c1ccccc1,0.9,1,2.8,15,1.1,-4,5,-12,-6,7
Cc1cc(NC(=O)COC(=O)COc2ccc3c4c(c(=O)oc3c2)CCC4)no1,1,1,4.1,-8,1,-2,-14,-10,-1,2
CC(NC(=O)C1CCN(S(=O)(=O)N2CCCCCC2)CC1)c1ccccc1 (stereo not given),1.1,1,4.2,3,1,-3,-4,-12,-2,-8
Cn1c(=O)c(C(=O)COC(=O)c2cc(-c3ccco3)nc3ccccc23)c(N)n(CC2CC2)c1=O,1.3,1,4.5,62*,1,0,-6,-1,-2,-27
Cc1ccccc1-n1c(=O)cc(N2CCC3(CC2)OCCO3)[nH]c1=O,1,1.1,0.9,-4,1,-6,-7,-11,-4,5
Cc1nn(Cc2ccccc2)c(C)c1NC(=O)c1noc2c1CCc1ccccc1-2,1.1,1,3.4,3,1,-2,4,-5,-1,-8
Cc1noc(C)c1C(=O)Nc1ccccc1-c1ccccc1,0.9,1,0.0,2,1,-2,7,-8,-2,7
CC(C)[C@@H]1NC(=O)c2cc([N+](=O)[O-])cc(I)c2NCCC[C@@H](C(=O)NC(CC(=O)O)C(N)=O)NC(=O)[C@H](CO)NC1=O (stereo not given in full),0.9,1,0.7,-3,1.1,0,9,-7,-6,6
CC1CCc2c(sc3c2C2=NS(=O)(=O)CCN2C=N3)C1 (stereo not given),1,1,2.7,-10,1.1,-3,2,-13,-7,3
COc1ccc(NC(=S)N2CCN(Cc3ccc(C)cc3)CC2)cc1,1.1,1.1,0.1,62*,1,-5,-22,-10,-3,-9
CC(NC(=O)Nc1ccccc1)c1ccccc1 (stereo not given),0.9,1.1,0.8,5,1.1,-8,7,-7,-7,6
NC(=O)Cn1nc(C(F)(F)F)c2c1CCCC2,1,1.1,-0.5,-2,1.1,-7,-5,-6,-8,3
O=[N+]([O-])/C(C(=C(Cl)Cl)N1CCN(Cc2ccccc2)CC1)=C1\NCCN1Cc1ccc(Cl)nc1,1,1,1.4,19,1.1,-5,21,-11,-7,-1
CCCCn1c(SCC(N)=O)nnc1-c1ccco1,0.9,1,0.8,-7,1,-4,13,-10,-1,6
COc1cc(C(=O)Nc2ccccc2-c2nnn(CC(N)=O)n2)cc(OC)c1OC,0.9,1,3.1,2,1.1,-3,-7,-2,-7,15

# Fetched one by one from the entries so far:
SMILES,bIAP act,TNAP act hi DEA,RAM inhibit,Lmaj promast,FLuc stim CS,TNAP inh hi DEA,APP transl inh,TNAP inh no acc,FLuc inhib CS,bIAP inh
COc1ccc(NC(=S)N2CCN(Cc3ccc(C)cc3)CC2)cc1,1.1,1.1,0.1,62*,1,-5,-22,-10,-3,-9
CCCCn1c(SCC(N)=O)nnc1-c1ccco1,0.9,1,0.8,-7,1,-4,13,-10,-1,6
COc1cc(C(=O)Nc2ccccc2-c2nnn(CC(N)=O)n2)cc(OC)c1OC,0.9,1,3.1,2,1.1,-3,-7,-2,-7,15

# Continued:
SMILES,bIAP act,TNAP act hi DEA,RAM inhibit,Lmaj promast,FLuc stim CS,TNAP inh hi DEA,APP transl inh,TNAP inh no acc,FLuc inhib CS,bIAP inh
Cn1c(C23CC4CC(CC(C4)C2)C3)n[nH]c1=S,1.2,1,2.0,8,1.1,-3,-13,18,-6,-24
CCc1ccc2c(CN3CCc4ccccc43)cc(=O)oc2c1,0.9,1.1,1.9,5,1.1,-8,2,-12,-6,11
O=C(NCC1CCCO1)/C(=C\c1cccc([N+](=O)[O-])c1)NC(=O)c1ccccc1 (stereo not given),1.2,1,0.9,2,1.1,-4,9,-5,-7,-22
COc1cc(-c2nn3c(Cc4ccccc4)nnc3s2)cc(OC)c1OC,0.9,1,4.1,12,1.1,-2,10,-10,-6,5
Cc1nnc(SCC(=O)Nc2sc3c(c2C(=O)c2ccccc2)CCCC3)s1,1,1,2.5,89*,1.1,2,-9,26,-5,-3
O=c1c2[nH]c3ccccc3c2nc2n1CCS2,1,1,1.6,-1,0.9,-2,4,-11,8,-4

# Entries listed so far marked active in APP transl inh:
SMILES	bIAP act	TNAP act hi DEA	RAM inhibit	TNAP inh hi DEA	APP transl inh	TNAP inh no acc	FLuc inhib CS	bIAP inh
N#CC1=C(N)OC2=C(CCc3ccccc32)C1c1ccccc1 (stereo not given)	0.8	1	1.5	-4	96*	9	-6	16

# Random draw from the library; about 13% have a hit in one of these screens.
